CD11b adhes inh: inhibitors of CD11b/CD18 adhesion to fibrinogen, primary screen, K562 cells, luminescence. actives 0.54% (n = 93,000). Integrin beta-2 (Homo sapiens) + Integrin alpha-M (Homo sapiens), P05107+P11215. ATPlite luminescence; Mn2+ added to activate the integrin. inhibition, % at 10 µM;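 active = primary inhibition of 50% or more at 10 µM, then 40% or more on retest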; note: some results filed as inactive read as strong as hits
Target sequence (P05107 whole entry, looked up, other chains not shown): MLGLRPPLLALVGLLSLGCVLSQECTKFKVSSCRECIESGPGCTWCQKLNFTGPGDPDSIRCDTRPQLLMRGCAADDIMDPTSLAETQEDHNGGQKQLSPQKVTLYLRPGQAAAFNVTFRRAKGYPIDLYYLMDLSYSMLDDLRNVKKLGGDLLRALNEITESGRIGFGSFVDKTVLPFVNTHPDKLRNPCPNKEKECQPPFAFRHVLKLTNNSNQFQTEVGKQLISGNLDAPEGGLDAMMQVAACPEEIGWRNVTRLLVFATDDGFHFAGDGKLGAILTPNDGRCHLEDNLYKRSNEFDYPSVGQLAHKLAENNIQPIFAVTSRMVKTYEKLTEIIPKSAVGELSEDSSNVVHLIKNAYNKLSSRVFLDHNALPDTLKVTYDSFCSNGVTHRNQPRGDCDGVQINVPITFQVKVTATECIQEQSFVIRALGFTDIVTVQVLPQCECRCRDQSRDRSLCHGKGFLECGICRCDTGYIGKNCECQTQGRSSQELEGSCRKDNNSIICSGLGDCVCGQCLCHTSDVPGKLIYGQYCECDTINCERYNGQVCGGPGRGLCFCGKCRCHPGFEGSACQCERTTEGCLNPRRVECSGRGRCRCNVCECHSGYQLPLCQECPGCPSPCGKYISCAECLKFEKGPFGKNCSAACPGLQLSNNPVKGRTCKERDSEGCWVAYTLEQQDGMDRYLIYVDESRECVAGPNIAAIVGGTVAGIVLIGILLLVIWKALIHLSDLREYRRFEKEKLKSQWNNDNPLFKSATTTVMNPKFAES
ERa coact pot: enhancers of ERα–SRC-1 coactivator binding, primary screen, biochemical, TR-FRET, ERα LBD, low estradiol; Estrogen receptor (Homo sapiens), P03372; coactivator binding (% of control), % at 25.6 µM; AID 639, 2007; actives 1.3% (n = 86,000); TR-FRET ERalpha-LBD/SRC-Cy5 coactivator binding, 2 h; 100 = basal binding, no effect; in the data active = activity above about 200%;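 note: binding measured in presence of low estradiol as agonist stimulus; 0% = peptide alone without receptor and 100% = receptor with peptide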
sEH activator: soluble epoxide hydrolase activators, primary screen, biochemical, human sEH. AID 717, 2007. Bifunctional epoxide hydrolase 2 (Homo sapiens), P34913. purified human sEH enzymatic activity, activator screen. activation, % at 2 µM. actives 0.04% (n = 91,000); in the data active = activation above about 37%; note: values of inactives mirror those of a sister screen read the other way
Candida biofilm: clotrimazole potentiators killing Candida biofilms, primary screen, with clotrimazole, Alamar Blue; C. albicans biofilm + clotrimazole; inhibition, % at 6 µM; actives 0.14% (n = 85,000); AID 834, 2007;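 active = inhibition above 20%; inactive = inhibition below 20%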;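 note: preformed 24 hr biofilms exposed to compound for 48 hr; 0% = biofilm without compound and 100% = blank killed by clotrimazole plus chlorhexidine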
Smad3 FoxH1 inh: Smad3/FoxH1 peptide binding inhibitors, primary screen, biochemical, TR-FRET; Mothers against decapentaplegic homolog 3 (Homo sapiens), P84022; TR-FRET Smad3/Dy647-FoxH1 peptide binding, europium anti-His; inhibition, % at 25 µM; actives 0.29% (n = 88,000);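 active = compounds that reduce the energy-transfer binding signal between the protein and its labelled peptide by more than half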;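 note: 0% = Smad3 plus labelled peptide maximal FRET and 100% = peptide-only background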
sEH inh: soluble epoxide hydrolase inhibitors, primary screen, biochemical, human sEH | Bifunctional epoxide hydrolase 2 (Homo sapiens), P34913 | recombinant human sEH enzymatic activity assay | inhibition, % at 2 µM | actives 0.34% (n = 91,000) | AID 707, 2007; in the data active = inhibition above about 80%; note: values of inactives mirror those of a sister screen read the other way; many of its hits are not listed in these tables
MT1-MMP txn act: MT1-MMP promoter reporter activation – cell-based, luciferase luminescence, primary screen; HT1080 MT1-MMP promoter luciferase reporter, overnight; hits give high values; activation factor at 10 µM; actives 0.16% (n = 86,000);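 active = activation factor of at least 2 for MT1-MMP transcription at 10 µM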
Mac1 fbg enh: enhancers of CD11b/CD18 adhesion to fibrinogen, primary screen, K562 cells, luminescence | ATPlite luminescence | activation, % at 10 µM | actives 0.07% (n = 93,000);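 active = 10 µM primary screen giving 50% or more activity, confirmed by 40% or more on retest at that dose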; note: strong numbers were not always called active; reference of the scale not given here
ERb SRC1 inh: inhibitors of ERβ-SRC1 coactivator interaction, primary screen, biochemical, TR-FRET, ERβ LBD, SRC-1 peptide. Estrogen receptor beta (Homo sapiens), Q92731. TR-FRET ER-beta LBD / SRC1-Cy5 peptide binding; receptor agonist-loaded with 1 µM estradiol. inhibition, % at 25.6 µM. actives 1.3% (n = 86,000);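 active = compounds whose percent inhibition of the receptor-coactivator binding signal exceeds about 50% in the single-dose screen, limit read from the data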;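 note: 0% = receptor plus peptide wells without compound and 100% = peptide-only wells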
Numbers without * were called inactive; nt = no result given; [ ] = another dose, or the depositor's remark.

SMILES	CD11b adhes inh	ERa coact pot	sEH activator	Candida biofilm	Smad3 FoxH1 inh	sEH inh	MT1-MMP txn act	Mac1 fbg enh	ERb SRC1 inh
CCOc1ccccc1C(=O)NCC(=O)OCC(=O)c1ccc2c(c1)OCCO2	15	129	-7	0	7	8	1.2	0	4
CCSc1nc2ccccc2c(=O)n1OCC(=O)OC	-3	105	3	6	-9	-4	1.1	3	-10
COc1ccc(CNC(=O)c2cccc(N3CCCC3=O)c2)cc1	3	94	5	2	-12	-4	nt	4	42[fluorescence artefact?]
CN1Cc2c(N3CCOCC3)nc(SCc3ccccc3)c(C#N)c2CC1(C)C	5	93	nt	4	6	nt	1.1	7	-13
CC(c1nnc(SCC(=O)NC(=O)NCc2ccco2)n1-c1ccc(Cl)cc1)N(C)C (stereo unspecified)	-26	61[fluorescence artefact?]	nt	3	-6	nt	1.1	4	35[fluorescence artefact?]
Cc1c(N=Cc2ccc[nH]2)c(=O)n(-c2ccccc2)n1C	5	91	10	0	0	-9	1.1	11	38
CCC1(C)Cc2c(sc3c2c(=O)n(C)c2nnc(SCC(=O)c4ccc(Cl)cc4)n32)CO1 (stereo unspecified)	nt	105	-7	0	-6	10	1	nt	-6
CCC(=O)OCCNc1cc(Sc2nc3ccccc3s2)c2nonc2c1[N+](=O)[O-]	50	81	-3	9	-1	2	1.1	-7	-12
Cc1cccn2cc(CCNC(=O)c3ccco3)nc12	-14	113	11	-1	7	-12	nt	3	-2
CCOc1ccc(C(C)=O)cc1Cn1nc(C(=O)O)c2ccccc2c1=O	-6	252*	4	-1	0	-5	1.2	-6	31[fluorescence artefact?]
N#C/C(C(=O)c1ccccc1)=C1/SC=C(N)N1c1ccccc1	-13	63[fluorescence artefact?]	-10	3	9	14	1.2	3	33
Cc1cc(=O)oc(C)c1C(=O)NCCC1=CCCCC1	nt	112	1	1	6	1	1.1	nt	-22[fluorescence artefact?]
CN=C1SC(C(=O)O)CC(=O)N1C (stereo unspecified)	4	146	-8	4	0	10	1	3	-8
CCOC(=O)c1cn(CC)c2ccc(S(=O)(=O)N3CC(C)CC(C)C3)cc2c1=O (stereo unspecified)	nt	81[fluorescence artefact?]	nt	3	7	nt	1	nt	30
CCCC(c1nnnn1Cc1ccc(OC)cc1)N1CCC(C(N)=O)CC1 (stereo unspecified)	-2	113	8	1	11	-8	1	-6	-10
COC(=O)c1cccc(NC(=O)CN2CCN(Cc3ccccc3)CC2)c1	-38	108	-10	1	5	12	0.9	0	-13
CC(C)NC(=O)c1cc2cc([N+](=O)[O-])ccc2s1	4	nt	11	nt	nt	-14	nt	0	nt
COCCNC(=O)c1ccccc1NS(=O)(=O)c1ccc(Br)s1	3	96	-2	-1	12	2	0.9	2	-5
N#CC1=C(SCC(=O)Nc2ccccc2)NC(=O)CC1c1ccco1 (stereo unspecified)	nt	83	0	nt	-14	5	1.9	nt	23
COc1cc(Cl)c(S(=O)(=O)NCc2ccccn2)cc1Cl	-5	104	-8	5	4	8	1.1	-4	-1[fluorescence artefact?]
CC(NC(=O)CCCN1C(=O)c2ccccc2C1=O)c1ccc2c(c1)CCCC2 (stereo unspecified)	-2	nt	-77	nt	nt	77	nt	3	nt
CCCn1c(=O)c2ccccc2n2c(SCC(=O)c3cc(C)n(CCOC)c3C)nnc12	-2	97	nt	-3	3	nt	1.1	-1	-1
COc1cc(C(=O)OC(C)CN2CCCC2)cc(OC)c1OC (stereo unspecified)	0	127	1	6	-2	-2	1.1	4	-1
CSc1ccccc1NC(=O)c1cc(C2CC2)on1	-4	72[fluorescence artefact?]	-1	0	-24[fluorescence artefact?]	3	nt	0	22[fluorescence artefact?]
O=C(C1=C(O)/C(=C/c2ccc(O)cc2)CCC1)C(F)(F)F	nt	107[fluorescence artefact?]	-5	6	-13	7	1.5	nt	1
CCOC(=O)C(NC(=O)c1cccnc1)(Nc1cccc(C)n1)C(F)(F)F (stereo unspecified)	-1	127[fluorescence artefact?]	5	6	7	-5	1.1	-4	-11
COc1c(Br)cc(Br)cc1/C=N/n1c(C)nnc1C	9	118	8	7	7	-10	1.2	-3	-1
CCOc1cc(S(=O)(=O)N2CCC(C(N)=O)CC2)ccc1F	3	115[fluorescence artefact?]	12	1	-5	-13	1.1	-4	-5[fluorescence artefact?]
O=C(OCCCCN1C(=O)c2ccccc2C1=O)c1n[nH]c2ccccc12	19	82	-5	-5	-1	2	0.9	1	2
Cc1ccc(N(CC(O)Cn2c3ccccc3c3ccccc32)S(C)(=O)=O)cc1 (stereo unspecified)	11	98	1	1	8	-2	1.4	-4	0
COc1cc(NS(=O)(=O)c2ccc(NC(=O)COc3ccccc3Cl)cc2)nc(OC)n1	-27	83	-24	3	6	25	nt	-2	-10
CCOC(=O)CSc1nc2sc3c(c2c(=O)[nH]1)CC(C)(CC)OC3 (stereo unspecified)	1	100[fluorescence artefact?]	3	5	7	-5	nt	-1	-8
O=C(CC(O)(c1ccccc1)C(F)(F)F)c1cccs1 (stereo unspecified)	-11	103	-2	3	3	-1	1.1	1	1
CCN(CC)CC(=O)N1c2ccccc2Sc2ccc(Cl)cc21	nt	101	11	4	2	-5	1.2	nt	-11
CC(C)(C)OC(=O)NCCc1nnc(SCc2c(Cl)cccc2Cl)o1	8	92	-3	7	4	6	1.1	-6	0
CC1=CS/C(=C(/C#N)C(=O)N2CCCCC2)N1c1ccccc1	-8	133[fluorescence artefact?]	13	10	11	-13	1.1	-1	-2
Cn1c(=O)[nH]c(=O)c2c1nc(Br)n2CCSc1ncccn1	nt	97	10	2	15	-9	0.9	nt	-20
COc1ccc(N2CC(C(=O)Nc3ccccc3C(=O)NCc3ccco3)CC2=O)cc1 (stereo unspecified)	-25	102[fluorescence artefact?]	9	0	-11	-9	1.2	0	-18
CSCCC1NC2(C(=O)Nc3ccc(Cl)cc32)[C@@H]2C(=O)N(C3CCCC3)C(=O)[C@H]12 (stereo partly specified)	-20	66[fluorescence artefact?]	-11	6	8	12	0.9	0	41
COc1ccnc(N=CNOCc2ccc(F)cc2Cl)c1C#N	-2	105	5	3	13	-2	1.1	2	-11

Marked active in ERa coact pot, among the entries above:
smiles | CD11b adhes inh | ERa coact pot | sEH activator | Smad3 FoxH1 inh | sEH inh | MT1-MMP txn act | Mac1 fbg enh | ERb SRC1 inh
CCOc1ccc(C(C)=O)cc1Cn1nc(C(=O)O)c2ccccc2c1=O | -6 | 252* | 4 | 0 | -5 | 1.2 | -6 | 31[fluorescence artefact?]

The results go on.
SMILES	CD11b adhes inh	ERa coact pot	sEH activator	Candida biofilm	Smad3 FoxH1 inh	sEH inh	MT1-MMP txn act	Mac1 fbg enh	ERb SRC1 inh
O=C(Nc1ccc(F)cc1F)c1cccnc1	-1	88	nt	0	-7	nt	1	3	6
CCOC(=O)CSCc1nc(-c2ccc(Cl)cc2)oc1C	nt	97[fluorescence artefact?]	nt	12	-9	nt	0.8	nt	-8
O=C(NNC(=S)Nc1ccccc1)c1cccc(Br)c1	46	nt	-5	nt	nt	4	nt	-3	nt
COC(=O)c1c(C)oc2ccc(NS(=O)(=O)c3cccs3)cc12	13	83	5	6	9[fluorescence artefact?]	-2	1.1	-6	1
CC(/C=N/n1cnnc1)=C\c1ccco1	nt	114[fluorescence artefact?]	nt	-5	-10	nt	1.1	nt	2
Cc1onc(-c2ccccc2Cl)c1C(=O)NCCn1ccc2ccccc21	nt	123	1	7	6	0	1.2	nt	-7
Cc1nc2c(C(=O)N3CCCC3)c[nH]n2c(=O)c1Cc1ccc(F)cc1Cl	nt	78	nt	10	-1	nt	1.2	nt	12
O=C(O)Cc1ccc(O)c(F)c1	nt	89	nt	15	9	nt	0.9	nt	10
Cc1c(C(C)O)nnn1-c1nonc1N (stereo unspecified)	-4	113	-1	3	-6	0	1.1	-3	-16[fluorescence artefact?]
Cc1c(C(=O)Nc2ccccc2-c2ccccc2)cccc1[N+](=O)[O-]	22	nt	2	nt	nt	-4	nt	3	nt
CCCCn1c(CN2CCOCC2)nc2c1c(=O)n(C)c(=O)n2C	7	99	nt	2	-4	nt	1.2	-2	-7
CCCc1[nH]c(=O)c(C#N)c2c1CCCC2	nt	114[fluorescence artefact?]	5	-4	-11	-4	1	nt	15[fluorescence artefact?]
Cc1ccc(NC(=O)CSc2nc3nc(C)cc(C)c3c(=O)[nH]2)cc1	9	127	-16	-1	1	16	1.1	25	8[fluorescence artefact?]
O=C(CCc1ccccc1)Nc1cccc(-c2nnc(-c3ccco3)o2)c1	-8	128[fluorescence artefact?]	-9	7	4	12	1.2	0	2[fluorescence artefact?]
O=C(COC(=O)C12CC3CC(CC(C3)C1)C2)NCc1ccco1	-45	81[fluorescence artefact?]	-22	4	0	23	1.3	30	14
O=C(CSc1nc(-c2ccccc2)c(-c2ccccc2)o1)Nc1nnc(-c2ccccc2)s1	-2	nt	0	nt	nt	4	nt	5	nt
Cc1oc(-c2cccc(Cl)c2)nc1CN1CCCC(C(=O)NCc2ccco2)C1 (stereo unspecified)	nt	107	0	1	0	2	1.1	nt	-6
CCOC(=O)c1cc(C#N)c(NCc2ccccc2)nc1C	0	105	0	7	-5	2	1	-5	17
Nc1nc(SCC(=O)OCc2ccccc2)[nH]c(=O)c1NC(=O)c1ccco1	-4	128	nt	4	1	nt	0.9	2	-6
Cc1ccccc1NC(=O)/C(=C\c1cccs1)NC(=O)c1ccco1	-1	nt	3	nt	nt	-1	nt	-4	nt
CCN(CC)CCCN1C(=O)C(=O)/C(=C(/O)c2ccc3c(c2)OCCO3)C1c1ccco1 (stereo unspecified)	19	85	6	-4	5	-6	1.2	1	23
Cc1ccc2nc(-c3ccc(NC(=S)NC(=O)C(C)C)cc3)sc2c1	-24	nt	4	nt	nt	-1	nt	19	nt
COc1ccc2[nH]c3c(N4CCN(Cc5ccc6c(c5)OCO6)CC4)ncnc3c2c1	30	102	nt	-2	-7	nt	1.1	-4	7
CCOCCCNC(=O)Cc1ccc(OC)c(OC)c1	12	119[fluorescence artefact?]	-4	8	6	2	1.1	-4	-2[fluorescence artefact?]
O=C(Nc1ncc2c(n1)CC(c1ccco1)CC2=O)c1ccc(Cl)cc1 (stereo unspecified)	-9	88[fluorescence artefact?]	-18	7	-2	17	1.4	-2	24
O=C(c1ccc(C#CC2(O)CCCCC2)cc1)N1CCOCC1	0	104	-2	-5	-10	2	1.3	-1	5[fluorescence artefact?]
CN(Cc1ccccc1)S(=O)(=O)c1ccc(NS(C)(=O)=O)cc1	-1	80	4	3	4	-6	1.2	0	1
COc1ccc(N2CCN(C(=O)c3sc4nc(-c5ccc(F)cc5)cn4c3C)CC2)cc1	3	133	nt	7	-1[fluorescence artefact?]	nt	1	-5	10
COc1ccc(C(=O)Nc2ccc(S(=O)(=O)Nc3cc(C)nc(C)n3)cc2)c(OC)c1	-3	120[fluorescence artefact?]	-20	14	8	20	1	-1	-6

Three compounds from above, sorted by molecular weight, descending.
SMILES	CD11b adhes inh	ERa coact pot	sEH activator	Candida biofilm	Smad3 FoxH1 inh	sEH inh	MT1-MMP txn act	Mac1 fbg enh	ERb SRC1 inh
CCC1(C)Cc2c(sc3c2c(=O)n(C)c2nnc(SCC(=O)c4ccc(Cl)cc4)n32)CO1 (stereo unspecified)	nt	105	-7	0	-6	10	1	nt	-6
COc1ccc(C(=O)Nc2ccc(S(=O)(=O)Nc3cc(C)nc(C)n3)cc2)c(OC)c1	-3	120[fluorescence artefact?]	-20	14	8	20	1	-1	-6
CC(C)(C)OC(=O)NCCc1nnc(SCc2c(Cl)cccc2Cl)o1	8	92	-3	7	4	6	1.1	-6	0

Some of the compounds tested; the hit share may differ from the screen's.
